Compound activity: PubChem, Sanford-Burnham Center for Chemical Genomics
UPR XBP1 act: activators of adaptive arm of unfolded protein response (XBP1). CHO-XBP1 luciferase reporter, IRE1-XBP1 UPR activation, luminescence; percent of tunicamycin response, DMSO as zero. activation, % at 20 µM. hit rate 0.33% among 330,000. AID 463104;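 active = versus positive control, 20 µM dose yields 30% or more activation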;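 also: 100% = tunicamycin at 10 µg/mL and 0% = DMSO only wells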
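Material: CHO cell line with stable XBP1 luciferase reporter; buffer or medium: F12 medium containing 10% fetal bovine serum; compound: single point, 20 µM final compound, 1% DMSO; incubation: 6 h treatment, 37 °C; measured by: glow luminescence from Steady-Glo reagent; evaluation: activation, % of tunicamycin; control set: tunicamycin high, DMSO low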
tim23-1 inh: tim23-1 yeast growth inhibition | AID 463212 | inhibition, % at 20 µM | hit rate 1.3% among 330,000 | S. cerevisiae tim23-1 growth, BacTiter-Glo luminescence, 24 h;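 active = growth inhibition of the mutant yeast at or above 50%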;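 also: temperature-sensitive mutant grown at 25 °C; plate controls were DMSO-treated mutant yeast for no effect and medium wells lacking yeast for full effect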
Mdm2-MdmX inh: disrupts the human Mdm2-MdmX interaction. SaOS-2 split-luciferase Mdm2/MdmX complementation, luminescence. inhibition, % at 8 µM. hit rate 3% among 330,000;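 active = inhibition of at least 50% at 8 µM in the primary screen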
Target sequence (O15151 whole entry, looked up): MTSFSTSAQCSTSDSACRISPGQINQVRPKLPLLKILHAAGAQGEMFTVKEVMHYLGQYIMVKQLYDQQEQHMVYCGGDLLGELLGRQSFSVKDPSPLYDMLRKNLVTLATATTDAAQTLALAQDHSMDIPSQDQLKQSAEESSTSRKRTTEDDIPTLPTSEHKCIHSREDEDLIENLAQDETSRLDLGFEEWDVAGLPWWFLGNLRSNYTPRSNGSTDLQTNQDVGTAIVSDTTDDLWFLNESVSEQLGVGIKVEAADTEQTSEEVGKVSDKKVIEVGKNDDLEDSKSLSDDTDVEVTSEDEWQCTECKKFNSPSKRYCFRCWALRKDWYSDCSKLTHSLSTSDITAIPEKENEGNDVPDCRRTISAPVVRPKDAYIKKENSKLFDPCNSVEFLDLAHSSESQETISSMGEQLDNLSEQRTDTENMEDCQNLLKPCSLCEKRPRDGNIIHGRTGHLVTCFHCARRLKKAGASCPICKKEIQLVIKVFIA
Target sequence (Q00987 whole entry, looked up): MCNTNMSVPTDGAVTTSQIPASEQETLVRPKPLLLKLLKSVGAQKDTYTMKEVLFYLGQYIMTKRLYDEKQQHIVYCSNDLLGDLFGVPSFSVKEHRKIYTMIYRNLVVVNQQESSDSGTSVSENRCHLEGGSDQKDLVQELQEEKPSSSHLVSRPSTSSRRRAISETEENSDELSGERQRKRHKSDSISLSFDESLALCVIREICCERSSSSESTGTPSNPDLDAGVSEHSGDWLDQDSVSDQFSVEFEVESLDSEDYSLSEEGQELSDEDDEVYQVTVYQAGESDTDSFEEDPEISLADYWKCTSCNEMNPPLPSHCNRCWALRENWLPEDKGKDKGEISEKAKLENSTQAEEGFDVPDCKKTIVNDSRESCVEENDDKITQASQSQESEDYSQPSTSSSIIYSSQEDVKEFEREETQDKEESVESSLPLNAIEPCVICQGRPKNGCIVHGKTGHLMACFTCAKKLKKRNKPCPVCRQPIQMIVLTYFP
tim10-1 inh: tim10-1 yeast growth inhibition; S. cerevisiae tim10-1 ts strain growth, BacTiter-Glo, 24 h; inhibition, % at 20 µM; hit rate 2.2% among 330,000;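 active = inhibition of at least 40%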;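 also: mutant grown at 25 °C; 0% = DMSO wells with yeast and 100% = wells holding no yeast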
CHOP UPR activ: apoptotic UPR (CHOP) activation; CHO-CHOP luciferase reporter, luminescence; percent of tunicamycin response over DMSO baseline; activation, % at 10 µM; hit rate 0.34% among 330,000; AID 449763;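 active = at 10 µM dose, activation of 40% or more, normalized to positive control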;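 also: 100% = tunicamycin at 10 µg/mL and 0% = DMSO alone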
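Assay system: CHO cells with stable CHOP pathway luciferase reporter; Buffer or medium: F12 plus 10% serum; Times: 16-18 h cell attachment, then 6 h compound exposure, 37 °C; Signal: luciferase luminescence; Read-out basis: percent activation relative to tunicamycin control; Control set: tunicamycin high control, DMSO low control.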
Jurkat NFkB inh: inhibitors of the PMA/ionomycin-induced NF-kB reporter in Jurkat cells; inhibition, % at 4 µM; PMA/ionomycin-induced NF-kB luciferase reporter, luminescence; hit rate 0.53% among 330,000; in the data active = inhibition above about 50%
697 NFkB inh: inhibitors of the PMA/ionomycin-induced NF-kB reporter in 697 B cells; hit rate 0.33% among 330,000; 697 B-cell NF-kB luciferase reporter, 16 h; inhibition, % at 4 µM; in the data active = inhibition above about 35%
TIM10 inh: TIM10 yeast growth inhibition | S. cerevisiae TIM10 strain growth, BacTiter-Glo luminescence, 24 h | AID 463195 | hit rate 1.4% among 330,000 | inhibition, % at 10 µM;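 active = inhibition of 40% or more at the single tested concentration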;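 also: wild-type TIM10 isogenic control strain grown at permissive 25 °C; 0% = DMSO yeast wells and 100% = minimal medium wells without yeast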
Active calls of the source: *.

SMILES	UPR XBP1 act	tim23-1 inh	Mdm2-MdmX inh	tim10-1 inh	CHOP UPR activ	Jurkat NFkB inh	697 NFkB inh	TIM10 inh
CC1(C)NC(=O)N(CC(O)CN2C(=O)NC(C)(C)C2=O)C1=O	-1	4	13	-31	-1.0	3	0	0
CCCCC(=O)c1ccc(O)cc1	1	13	-12	10	2.6	-2	3	-4
Cc1cc2cc3c(cc2nc1SCc1ccc(C(=O)O)cc1)OCCO3	-1	25	9	25	1.9	-29	-13	27
CC(C)(C)N(CC(=O)NC1CCCCC1)C(=O)CS(=O)CC(=O)Nc1ccc(F)cc1 (stereo not drawn)	-4	1	15	-19	0.1	15	17	10
CCCCCCCNC(=O)C1(CC2CC(c3ccc(Cl)cc3)=NO2)CCN(C(=O)c2ccccc2)CC1 (stereo not drawn)	0	24	7	24	0.1	-11	11	10
COc1ccc(/C=N/NC(=O)c2cccnc2)cc1COc1ccc([N+](=O)[O-])c(C)c1	7	10	52*	19	0.2	57*	-23	6
O=C(Cc1nnc(NC(=O)Nc2ccc(Cl)cc2)s1)NCc1ccccc1	0	-3	-15	9	0.8	-7	4	2
CCNS(=O)(=O)c1ccc(CCC(=O)NCCc2ccc(OC)cc2)cc1	-2	-10	20	1	0.2	-8	18	7
Cc1cc(C)c(C#N)c(SCSCc2ccccc2)n1	3	16	0	20	1.8	1	0	12
CN(C)c1cc(-c2ccc(F)cc2)oc(=O)c1Cl	-3	-8	21	-14	1.6	11	15	-15
Cc1sc2ncnc(Sc3ccccc3C(=O)O)c2c1C	0	4	26	16	3.6	5	22	6
CC(C)CC1=NN(C(=O)c2ccncc2)C(O)(C(F)(F)F)C1 (stereo not drawn)	-3	13	4	16	1.5	2	-18	7
N#Cc1c(N)n(-c2ccc(C(=O)O)cc2)c2nc3ccccc3nc12	-1	17	-15	-5	-2.3	1	6	-7
O=C(Oc1ccc([N+](=O)[O-])cc1)c1cncc(Br)c1	1	14	-4	16	1.2	-2	-18	3
CCOC(=O)Cn1cc(C(=O)c2cccs2)c2ccccc21	0	24	4	13	2.7	6	-2	16
CN(C(=O)c1ccc(=O)[nH]c1)C1(C(=O)NC2CCCCC2)CCCCC1	-1	-11	11	6	1.5	-10	-20	0
O=C(c1ccc(F)cc1)N1CCN(Cc2ccccc2Br)CC1	-1	39	7	28	-0.1	3	2	7
O=C(COC(=O)c1n[nH]c2ccccc12)NC(=O)NC12CC3CC(CC(C3)C1)C2	2	-26	54*	14	-0.4	-8	5	-4
CC(C)CCNC(=O)Cc1ccc(Nc2nc(=S)[nH]c3ccccc23)cc1	-2	5	9	16	0.8	0	9	-4
CN(C1CCCCC1)S(=O)(=O)c1cn(C)c(=O)n(C)c1=O	1	8	-1	-16	-0.4	-4	11	5
C/C(=N\OC(=O)c1cccc(Cl)c1)c1sc(C)nc1C	-1	-11	-6	-4	3.6	-8	7	-11
COc1ccc(C(=O)Nc2ccc(F)cc2F)cc1	-2	2	-25	3	1.1	-91	-67	10
COc1ccc(Cl)cc1N1C(=O)C2CCCN2C1c1ccc(F)cc1 (stereo not drawn)	-1	8	6	5	1.2	7	9	13
C[C@H]1CN([C@@H](C)CO)C(=O)c2cccc(NC(=O)c3ccc(-c4nccs4)cc3)c2O[C@@H]1CN(C)C(=O)Nc1cccc2ccccc12	-1	9	1	-6	0.8	11	3	2
O=C(c1ccccc1F)N1CCN(c2ccccc2F)CC1	0	17	15	15	0.6	9	1	13
CCN(CC(=O)Nc1ccc(NC(C)=O)cc1)C(=O)/C=C/c1ccco1	-2	-10	7	4	-2.3	11	15	1
O=C(CCCCCn1c(=S)[nH]c2cc3c(cc2c1=O)OCO3)NCCc1ccccc1	-3	8	48	8	-0.6	-3	2	3
COc1cc(/C=N/Nc2ccccn2)cc(OC)c1O	2	12	-27	0	0.7	-10	3	-12
Cc1ccc(C(=O)N2CCN(c3cc(=O)[nH]nc3-c3ccccc3)CC2)cc1	-1	0	35	14	-0.1	-3	11	8
Cc1ccc(Nc2nc(N)nc(CSc3nc4ccccc4s3)n2)cc1	4	40	10	47*	3.2	16	1	47*
O=C(CCC1CCCN(C(=O)c2ccc3cc[nH]c3c2)C1)NCc1ccc(F)c(F)c1 (stereo not drawn)	1	14	-1	1	0.4	-2	-18	9
O=C(CSCc1ccccc1Cl)NNC(=S)Nc1ccccc1	-2	26	-16	49*	0.1	-26	-32	28
O=C(CCCN1C(=O)/C(=C\c2ccco2)SC1=S)Nc1cccc2ccccc12	-2	28	87*	8	0.4	13	3	16
O=C(O)c1cccc(C(=O)O)n1	-7	13	-10	5	-1.2	12	16	2
CC(C)CCNC(=O)CN(Cc1ccc2c(c1)OCO2)C(=O)CCC(=O)Nc1ccccn1	-3	0	14	9	-0.5	-6	-1	-3
CC(=O)Nc1ccc(S(=O)(=O)NCCC(=O)Nc2ncccc2C)cc1	-1	5	-42	0	2.1	1	13	7
[O-][n+]1onc2c1CCc1nnc(-c3ccccc3)cc1-2	-3	-2	9	11	-0.6	-6	3	-1
COc1cccc(N2CCN(C(=O)c3ccc(CS(=O)c4ccc(C)cc4)o3)CC2)c1 (stereo not drawn)	6	9	58*	-3	-1.0	53*	20	6
C[C@@H]1CC=C[C@H]2[C@H]1C(=O)N(Cc1ccccc1)[C@H]2c1ccc(C(F)(F)F)cc1	0	-16	9	32	-1.5	6	10	-5
CC1Cc2ccccc2N1S(=O)(=O)c1cccc(C(=O)N2CCCCC2)c1 (stereo not drawn)	-4	39	9	19	-1.7	11	4	17
CC1(C)CC(=O)N(c2cc(Cl)ccc2Cl)C(=O)C1	-5	11	28	4	0.6	11	8	9
O=C1CC(c2ccccc2Cl)CC(O)=C1C=Nc1ccccc1 (stereo not drawn)	24	49	11	44*	37	2	15	26
O=C(NCCCN1CCCC1=O)c1cccc(S(=O)(=O)NCc2ccccc2)c1	2	5	0	1	0.7	3	10	-1
CCOC(=O)C1CCN(C(=O)Nc2ccc3snnc3c2)CC1	-2	20	-19	2	-1.5	-26	13	1
COc1ccc(O)c(C(=O)c2cc(C#N)c(=O)n(CCN3CCOCC3)c2)c1	-1	6	11	2	0.0	-11	9	1
Cc1nn(-c2ccc(Cl)cc2)c2sc(C(=O)N3CCN(c4ccccn4)CC3)cc12	-3	0	18	-2	-2.0	13	-3	-6
NC(=O)c1ccc[n+](CC(=O)Nc2ccccc2C(=O)O)c1	-4	9	5	18	-1.2	-35	-20	7
CS(=O)(=O)N1CCN(c2nc(-c3ccccc3)cs2)CC1	1	-8	-27	-7	0.2	9	9	7
Cc1ccc(C(=O)Nc2cc(=O)n(C)c(=O)n2C)cc1C	-1	-13	16	-22	-0.8	-1	-5	5
CCn1c(-c2ccncc2)n[nH]c1=S	3	19	6	1	0.7	-4	-3	-5

Record cards (already shown).
CCn1c(-c2ccncc2)n[nH]c1=S is listed with UPR XBP1 act: 3; tim23-1 inh: 19; Mdm2-MdmX inh: 6; tim10-1 inh: 1; CHOP UPR activ: 0.7; Jurkat NFkB inh: -4; 697 NFkB inh: -3; TIM10 inh: -5
NC(=O)c1ccc[n+](CC(=O)Nc2ccccc2C(=O)O)c1 is listed with UPR XBP1 act: -4; tim23-1 inh: 9; Mdm2-MdmX inh: 5; tim10-1 inh: 18; CHOP UPR activ: -1.2; Jurkat NFkB inh: -35; 697 NFkB inh: -20; TIM10 inh: 7
CCOC(=O)C1CCN(C(=O)Nc2ccc3snnc3c2)CC1 is listed with UPR XBP1 act: -2; tim23-1 inh: 20; Mdm2-MdmX inh: -19; tim10-1 inh: 2; CHOP UPR activ: -1.5; Jurkat NFkB inh: -26; 697 NFkB inh: 13; TIM10 inh: 1

Later entries:
SMILES	UPR XBP1 act	tim23-1 inh	Mdm2-MdmX inh	tim10-1 inh	CHOP UPR activ	Jurkat NFkB inh	697 NFkB inh	TIM10 inh
CCOC(=O)C1CN(S(=O)(=O)c2cccs2)c2ccc(CC(=O)OC)cc2O1 (stereo not drawn)	-1	24	6	30	-0.7	5	-3	11
CC(C)C(=O)Nc1ccc2c(c1)C(=O)N(CCC(=O)O)C2=O	-1	-3	29	3	-0.8	7	25	-11
CCOc1ccccc1C(=O)Nc1c[nH]c(=O)[nH]c1=O	4	-11	7	9	-2.8	-10	-2	2
Cc1ccccc1N/C=C/C(=C(C#N)C#N)N(C)C	1	9	13	5	-0.8	8	14	0
N#C/C(=C\c1ccc(N2CCCCC2)o1)C(N)=O	0	0	11	-1	2.3	10	3	13
CCOC(=O)c1c(NC(=O)Cc2cccs2)sc(C(=O)N2CCCCC2)c1C	1	-28	-2	-32	0.3	-33	-11	-42
Cc1[nH]c2ccc(F)cc2c1CCN(Cc1ccncc1)C(=S)Nc1ccccc1	3	21	36	14	-3.0	-16	-21	13
Cc1ccsc1/C=C1/SC(=O)N(CC(=O)N2CCCC2)C1=O	-3	15	-3	9	3.4	0	-8	-3
Cc1ccc(CN2CCN(Cc3ccc4cc(F)ccc4n3)CC2CCO)o1 (stereo not drawn)	0	5	-8	-5	-1.1	11	6	-13
Cc1[nH]n(-c2ccccc2)c(=O)c1/C=N/N1C(=O)c2cccc3cccc(c23)C1=O	0	16	7	25	-1.4	-3	13	31
CCOc1ccc(CCNC(=O)C2CCCN(S(=O)(=O)N3CC(C)CC(C)C3)C2)cc1OCC (stereo not drawn)	-4	17	6	29	4.8	14	-2	18
O=C(COC(=O)C1CC2C=CC1C2)Nc1ccccc1[N+](=O)[O-] (stereo not drawn)	3	34	-6	20	5.1	-60	15	21
Cn1c(=O)oc2cc(S(=O)(=O)N3CCCC(C(=O)N4CCc5ccccc5C4)C3)ccc21 (stereo not drawn)	-1	11	13	-3	-0.9	11	7	0
COc1ccc([C@H]2CC(=O)C=C(c3cccc(OC)c3)C2)cc1	2	40	26	3	1.8	2	10	10
CCn1c(C)[n+](Cc2ccccc2)c2ccc(Cl)cc21	3	0	-8	13	-0.1	-7	-21	7
Cc1ccccc1NC(=O)C(=O)c1cn(C)c2ccccc12	4	3	25	-4	5.4	-55	-40	3
O=C(COC(=O)/C=C/c1ccccc1[N+](=O)[O-])Nc1ccc(S(=O)(=O)N2CCOCC2)cc1	-4	-1	5	-2	0.4	3	-2	1
S=C1Nc2cc(Cl)ccc2Sc2ccccc21	0	13	28	14	-0.5	19	-39	22
CCN(CC(=O)NCc1cccs1)C(=O)/C=C/c1cccc(Br)c1	-3	29	38	18	0.8	13	13	10
COc1ccc(C)cc1NC(=O)c1ccc2c(SCC(=O)O)c3c(nc2c1)CCCC3	-3	10	-38	27	1.0	-4	17	1
CCOc1c(Br)cc(/C=C2\C(=O)N(CCC#N)N=C2C)cc1OC	0	9	-6	3	2.2	16	29	3
CCOC(=O)N1C=CC=C[C@@H]2[C@@H](N3C(=O)c4ccccc4C3=O)C(=O)N21	0	2	10	7	-1.7	7	-1	-1
Cc1cc(C(=O)OCC(=O)NC(C)C)c(C)o1	-2	5	-20	9	-0.8	-4	7	-7
COc1ccccc1/C=N/NC(=O)c1ccc(C)nc1	-6	-10	23	-8	3.9	5	6	6
CCCCn1c(N)c(N(Cc2ccccc2OC)C(=O)c2cc(=O)[nH]c3ccccc23)c(=O)[nH]c1=O	4	-4	-9	20	0.2	4	12	-6
Cc1sc2ncn(CC(=O)NCc3ccco3)c(=O)c2c1-c1ccccc1	-1	4	-20	15	-0.5	10	7	14
Cc1cccc(NC(=O)c2ccccn2)c1C	3	17	-62	8	2.6	-51	-42	-7
CC1=C(C(=O)Nc2ccccc2)C(c2ccco2)C(C#N)=C(SCc2ccccc2)N1 (stereo not drawn)	-4	19	42	30	-1.1	23	-1	2
Cc1cc(C)cc(N(CCC#N)C(=O)CSc2n[nH]c(N)n2)c1	3	8	-11	17	-2.0	-42	-1	0

Compounds were not picked by outcome; about 6.6% have a hit in one of these screens.
